Screens from PubChem.
Mtb UGM inh = Mtb UDP-galactopyranose mutase inhibition. 0.06% of 320,000 active. P9WIQ1. purified UGM, fluorescence polarization probe displacement. inhibition, % at 10 µM; in the data active means inhibition above about 10%, passing the limit was not always enough; inconclusive means no clear call, values can overlap the other calls
Target sequence (P9WIQ1 whole entry, looked up): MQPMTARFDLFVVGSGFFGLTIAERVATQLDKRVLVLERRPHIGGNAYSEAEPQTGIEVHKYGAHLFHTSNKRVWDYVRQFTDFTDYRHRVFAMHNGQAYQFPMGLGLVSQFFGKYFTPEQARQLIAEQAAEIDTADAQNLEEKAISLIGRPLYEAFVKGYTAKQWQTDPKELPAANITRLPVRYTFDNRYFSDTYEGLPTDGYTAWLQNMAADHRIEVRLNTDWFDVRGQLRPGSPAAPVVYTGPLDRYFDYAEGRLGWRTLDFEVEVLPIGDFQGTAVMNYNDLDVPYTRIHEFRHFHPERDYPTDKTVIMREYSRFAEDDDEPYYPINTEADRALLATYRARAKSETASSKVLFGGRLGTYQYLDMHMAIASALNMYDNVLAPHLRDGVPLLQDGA
BoNT F protease = blocks Botulinum neurotoxin F light chain protease; Multiplex microsphere protease cleavage assay, flow cytometry; inhibition, % at 10 µM; 0.22% of 360,000 active; in the data active means inhibition above about 35%, passing the limit was not always enough; inconclusive means no clear call, values can overlap the other calls; further: plate controls were buffer without enzyme for full effect and enzyme alone for no effect
Anthrax LF prot = blocks Bacillus anthracis lethal factor protease | 0.12% of 360,000 active | inhibition, % at 10 µM | multiplex microsphere protease cleavage assay, LF; further: plate controls were buffer without enzyme for full effect and enzyme alone for no effect
GDH-TPI counter = GDH-TPI coupled enzyme inhibition counter-screen; 1.2% of 360,000 active; GDH-TPI coupled enzyme counterscreen, NADH absorbance; inhibition, % at 4.8 µM; in the data active means inhibition above about 30%;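 further: 0% = DMSO wells and 100% = wells lacking the enzyme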
Mtb FBA inh = inhibits M. tuberculosis FBA enzyme; inhibition, % at 1 µM; 2.3% of 360,000 active; purified M. tuberculosis FBA, fluorescence read-out; in the data active means inhibition above about 27%;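 further: 0% = vehicle and 100% = reference inhibitor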
Target sequence (P9WQA3 whole entry, looked up): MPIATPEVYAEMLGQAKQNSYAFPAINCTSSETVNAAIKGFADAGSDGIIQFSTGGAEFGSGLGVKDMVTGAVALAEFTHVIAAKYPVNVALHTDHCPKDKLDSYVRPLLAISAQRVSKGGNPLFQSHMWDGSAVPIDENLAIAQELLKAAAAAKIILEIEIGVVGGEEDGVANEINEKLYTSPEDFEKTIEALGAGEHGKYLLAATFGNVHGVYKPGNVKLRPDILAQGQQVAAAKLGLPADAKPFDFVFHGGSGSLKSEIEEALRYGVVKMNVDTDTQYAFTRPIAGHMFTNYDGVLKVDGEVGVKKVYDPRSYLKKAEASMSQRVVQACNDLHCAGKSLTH
PfHsp40 yeast = restores yeast growth despite PfHsp40 toxicity. S. cerevisiae expressing PfHsp40, growth rescue, ATP luminescence. growth rescue, % at 12.5 µM. 0.68% of 340,000 active. AID 504582; in the data active means growth rescue above about 28%, passing the limit was not always enough; inconclusive means no clear call, values can overlap the other calls;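 further: yeast W303a lacking pdr1 and pdr3 grown in galactose medium; growth measured after three days at 30 °C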
BoNT A protease = blocks Botulinum neurotoxin A light chain protease. multiplex microsphere protease substrate cleavage, flow cytometry. inhibition, % at 10 µM. 0.17% of 360,000 active; further: plate controls were buffer without enzyme for full effect and enzyme alone for no effect
Mtb BioA inh = blocks M. tuberculosis BioA enzyme activity; purified M. tuberculosis BioA enzyme, plate reader; inhibition, % at 9.99 µM; 0.096% of 360,000 active; in the data active means inhibition above about 40%; inconclusive means no clear call, values can overlap the other calls
FadD28 FP inh = blocks FadD28 binding to the bisubstrate probe | fluorescence polarization | inhibition, % at 12.5 µM | 0.22% of 360,000 active | AID 588549; in the data active means inhibition above about 8.5%, passing the limit was not always enough; inconclusive means no clear call, values can overlap the other calls
The depositor's hits bear a star; ? = inconclusive; / = not tested or not shown. Unless noted, no stated cut-off is given here; in the data, active means inhibition above about 30%; inconclusive means no clear call, values can overlap the other calls; inactive means below that.

SMILES	Mtb UGM inh	BoNT F protease	Anthrax LF prot	GDH-TPI counter	Mtb FBA inh	PfHsp40 yeast	BoNT A protease	Mtb BioA inh	FadD28 FP inh
Cc1nn(-c2nc3ccccc3s2)c(N)c1Sc1ccc(F)cc1	0.8	-1	6	3	-2	0.0	1.3	-0.6	-5.3
Cc1cccc(NC(=O)/C(C#N)=C/c2ccc[nH]2)c1C	-0.7	-6	3	25	-2	0.6	0.0	-3.4	-1.9
CCn1c(C(=O)N2CCC(C(=O)NCc3cccs3)CC2)cc2sccc21	-0.8	-5	4	-10	4	0.7	-0.7	5.0	-0.3
O=C(Nc1ncccn1)c1cc(-c2ccc(F)cc2)nc2ccccc12	4.0	-3	-1	9	2	-0.6	-1.0	0.6	-0.7
O=C(NCc1cccnc1)c1cnn2ccccc12	0.0	2	-7	6	30*	0.5	-1.7	0.3	-2.7
Cc1ccc(C(=O)CCNc2cccc(Br)c2)o1	5.3	0	-6	16	-1	-0.7	-1.0	/	0.9
Cc1ccccc1C(=O)NC(=S)NCC(=O)c1ccccc1	-0.3	?	-6	-4	-1	-0.4	-0.3	0.1	-2.9
O=C(O)CC1(CC(=O)Nc2ccc(F)cc2F)CCCCC1	-1.1	/	/	5	0	/	/	-0.2	-1.2
CC(=O)Nc1ccc(N2C(=O)CSC2c2c(F)cccc2Cl)cc1 (configuration not stated)	-1.3	-6	-10	-4	6	0.1	0.1	-7.7	5.1
CS(=O)(=O)Nc1ccc(C(=O)NCC2CCCO2)cc1 (configuration not stated)	-0.8	?	-8	6	2	-0.2	-1.5	-0.7	-0.6
COc1ccc(N(CC(=O)N2CCCC(C)C2)S(=O)(=O)c2c(C)nn(C)c2C)cc1 (configuration not stated)	-4.1	-1	-4	-14	1	-1.3	0.1	-0.3	-0.8
CCCN(CCC)Cc1cc(=O)oc2cc(OC)ccc12	/	0	-5	/	51*	/	1.5	5.5	-1.6
CC(=O)C1=C(O)C(=O)N(CCC(=O)O)C1c1ccccc1Cl (configuration not stated)	1.6	4	-1	29	-2	1.9	-0.1	-0.6	0.3
CN1C(=O)N(C)C(=O)C2(Cc3ccccc3N3CCCC32)C1=O (configuration not stated)	-0.9	?	-18	3	5	/	-2.4	-0.4	-0.4
O=C(O)c1cc2ccc3ccccc3c2[nH]1	3.0	-9	4	2	9	0.1	-0.2	/	-0.8
CCN(CC)c1ccc(/C=N/NC(=S)NCc2ccc(OC)cc2)cc1	-0.3	-2	-1	14	16	1.1	0.9	/	-3.0
Cc1ccc(CN2CCN(Cc3cc4ccccc4o3)CC2CCO)cc1 (configuration not stated)	1.8	?	-9	-1	1	-1.1	-1.4	0.4	-3.4
O=C(Nc1cccc(-c2cn3ccccc3n2)c1)c1cccs1	2.5	-3	0	-3	3	4.8	-0.9	/	-3.6
NS(=O)(=O)c1cccc(NC(=O)CN2CCCc3ccccc32)c1	1.6	-3	-6	-5	0	-1.0	-0.5	0.8	-3.1
Cc1ccc(Nc2n[nH]c(C)c2[N+](=O)[O-])cc1C	1.5	-8	1	5	0	0.6	-0.6	/	-1.2
COc1ccc(N2CCN(C(=O)[C@H](C)NC(=O)c3ccccc3Cl)CC2)cc1	1.8	5	3	5	0	-0.3	2.2	-0.4	-2.1
CCOc1cccc(/C=N/NC(=O)c2cccnc2)c1O	-0.1	?	-2	31*	-4	-0.7	0.5	8.7	-2.1
CN(C)c1cccc(C(=O)Nc2cc(C(F)(F)F)ccc2-n2cnc3ccccc32)c1	/	-28	-1	9	2	1.2	-1.7	/	0.6
COc1ccc(CCNC(=O)CSc2nc(N)c(C#N)c(-c3cccs3)c2C#N)cc1OC	5.3	6	-4	23	1	-0.1	0.6	-1.4	-1.3
COc1cccc(C(=O)O/N=C(\N)c2ccccn2)c1	-2.5	?	7	-5	1	-3.1	-0.2	-1.4	-2.8

In the list so far, these contain a cyano group:
SMILES	Mtb UGM inh	BoNT F protease	Anthrax LF prot	GDH-TPI counter	Mtb FBA inh	PfHsp40 yeast	BoNT A protease	Mtb BioA inh	FadD28 FP inh
Cc1cccc(NC(=O)/C(C#N)=C/c2ccc[nH]2)c1C	-0.7	-6	3	25	-2	0.6	0.0	-3.4	-1.9
COc1ccc(CCNC(=O)CSc2nc(N)c(C#N)c(-c3cccs3)c2C#N)cc1OC	5.3	6	-4	23	1	-0.1	0.6	-1.4	-1.3

(cont.)
SMILES	Mtb UGM inh	BoNT F protease	Anthrax LF prot	GDH-TPI counter	Mtb FBA inh	PfHsp40 yeast	BoNT A protease	Mtb BioA inh	FadD28 FP inh
CN1CCN(C(=O)/C=C/c2c(F)cccc2Cl)CC1	-0.7	-9	-2	2	-1	0.1	-1.4	-0.2	-0.5
Cc1ccccc1C(=O)NNC(=O)c1ccc2nc[nH]c2c1	-0.4	7	4	9	7	-2.3	2.0	/	0.3
Cc1sc2nc(-c3ccccc3)oc(=O)c2c1C	1.4	-5	-8	3	-1	0.5	-0.5	-0.2	-0.7
Cc1ccc(-c2nc3cnccn3c2Nc2ccc3c(c2)OCO3)cc1	-1.5	-4	-1	-1	1	0.5	-0.3	7.9	-1.1
Cc1cccc(NC(=S)N2CCCCC2c2cccnc2)c1C (configuration not stated)	3.7	-7	-5	-4	2	0.5	-0.7	-0.4	-0.5
Cc1ccc(C)c(S(=O)(=O)NCc2ccc(C(=O)N3CCOCC3)cc2)c1	1.9	-6	-1	5	3	-0.9	-0.9	1.4	-2.3
NN1C(=O)/C(=C2/Sc3ccccc3N2CCCS(=O)(=O)O)SC1=S	-2.8	-25	-8	3	-16	4.2	-3.5	-1.2	1.5
CSc1nnc2c(n1)c(C)nn2-c1cccc(C)c1	-3.3	10	53*	2	-1	0.4	69*	-3.5	-0.8
Cc1cc(C(=O)NCCN2CCOCC2)ccc1[N+](=O)[O-]	4.8	4	-2	8	4	-0.7	0.1	/	2.0
O=C(OCc1cnc(Cl)s1)c1cccc(Cl)c1	-2.7	2	-2	7	0	-0.6	0.3	-1.7	0.5
CCCN(C(=O)COC(=O)C12CCC(=O)N1c1ccccc1S2)c1c(N)n(Cc2ccccc2)c(=O)[nH]c1=O (configuration not stated)	3.3	5	-2	-4	-2	1.8	1.1	-0.1	-2.7
COc1cc(C(=O)NCC(c2ccco2)N2CCc3ccccc32)cc(OC)c1OC (configuration not stated)	-0.4	-3	-3	10	3	-1.0	-1.6	/	1.0
Cc1ccc(-n2c(=O)cc(N3CCc4ccccc4C3)[nH]c2=O)cc1	-0.3	-5	-1	-6	3	0.8	-0.1	-1.4	-3.4
COc1ccc(S(=O)(=O)NCc2cccnc2)cc1C	3.5	?	-5	1	2	-0.8	-2.9	1.5	-1.9
O=C1CCCC(=O)C1=Cc1c[nH]c2ccccc12	0.0	-5	-5	2	4	-0.9	0.3	-1.2	-3.9
O=C(N/N=C/c1ccc([N+](=O)[O-])o1)C(O)c1ccccc1 (configuration not stated)	1.2	/	/	17	-2	-2.3	/	-1.1	-0.2
O=C(NCc1ccccn1)c1cccc(S(=O)(=O)N2CCc3ccccc32)c1	4.1	5	-4	18	4	-0.5	0.3	-4.3	-1.3
COC(=O)c1c(NC(=O)C2CCCCC2)sc2c1CCN(C(C)C)C2	-2.4	-6	-8	1	6	1.1	-0.6	1.8	-3.5
CC(=O)Nc1ccc(NC(=O)Cn2c(CC(=O)N3CCCC3)nc3ccccc32)cc1	2.4	-19	-6	-10	-2	-0.1	-3.4	0.8	-3.1
Cc1nc(SC2CCOC2=O)c2c(C)c(C)sc2n1 (configuration not stated)	-2.5	-2	2	17	2	0.1	-0.7	-0.3	1.1
O=[N+]([O-])c1cccc(-c2ccn[nH]2)c1	2.4	-3	4	2	3	0.2	-0.4	/	-3.9
CCOC(=O)CSc1nc(-c2ccccc2)ns1	0.6	4	-4	6	1	-2.0	-0.9	/	-3.8
CC(=O)Nc1sc(N/N=C/c2ccccc2)nc1-c1ccc(C)cc1	6.4	?	-13	6	1	0.3	?	/	-3.4
COc1ccc(C2CC(c3cccc(Br)c3)=NN2c2ccc(S(N)(=O)=O)cc2)cc1 (configuration not stated)	/	5	3	15	102*	-0.2	0.0	-3.1	1.2
Cc1cc(C(=O)N/N=C/c2cccc([N+](=O)[O-])c2)c(C)n1-c1ccccc1	-0.9	-4	0	4	-7	-0.7	-0.7	/	-4.5

No new results follow: entries from further up.
SMILES	Mtb UGM inh	BoNT F protease	Anthrax LF prot	GDH-TPI counter	Mtb FBA inh	PfHsp40 yeast	BoNT A protease	Mtb BioA inh	FadD28 FP inh
CC(=O)Nc1sc(N/N=C/c2ccccc2)nc1-c1ccc(C)cc1	6.4	?	-13	6	1	0.3	?	/	-3.4
COc1ccc(C2CC(c3cccc(Br)c3)=NN2c2ccc(S(N)(=O)=O)cc2)cc1 (configuration not stated)	/	5	3	15	102*	-0.2	0.0	-3.1	1.2

Retrieved by compound from the entries so far, six records:
SMILES	Mtb UGM inh	BoNT F protease	Anthrax LF prot	GDH-TPI counter	Mtb FBA inh	PfHsp40 yeast	BoNT A protease	Mtb BioA inh	FadD28 FP inh
CCOC(=O)CSc1nc(-c2ccccc2)ns1	0.6	4	-4	6	1	-2.0	-0.9	/	-3.8
O=C(N/N=C/c1ccc([N+](=O)[O-])o1)C(O)c1ccccc1 (configuration not stated)	1.2	/	/	17	-2	-2.3	/	-1.1	-0.2
COC(=O)c1c(NC(=O)C2CCCCC2)sc2c1CCN(C(C)C)C2	-2.4	-6	-8	1	6	1.1	-0.6	1.8	-3.5
Cc1cc(C(=O)NCCN2CCOCC2)ccc1[N+](=O)[O-]	4.8	4	-2	8	4	-0.7	0.1	/	2.0
O=C1CCCC(=O)C1=Cc1c[nH]c2ccccc12	0.0	-5	-5	2	4	-0.9	0.3	-1.2	-3.9
CCCN(C(=O)COC(=O)C12CCC(=O)N1c1ccccc1S2)c1c(N)n(Cc2ccccc2)c(=O)[nH]c1=O (configuration not stated)	3.3	5	-2	-4	-2	1.8	1.1	-0.1	-2.7

Shown comma-delimited: entries from further up
Compound,Mtb UGM inh,BoNT F protease,Anthrax LF prot,GDH-TPI counter,Mtb FBA inh,PfHsp40 yeast,BoNT A protease,Mtb BioA inh,FadD28 FP inh
O=C(NCc1ccccn1)c1cccc(S(=O)(=O)N2CCc3ccccc32)c1,4.1,5,-4,18,4,-0.5,0.3,-4.3,-1.3
COC(=O)c1c(NC(=O)C2CCCCC2)sc2c1CCN(C(C)C)C2,-2.4,-6,-8,1,6,1.1,-0.6,1.8,-3.5
CC(=O)Nc1ccc(NC(=O)Cn2c(CC(=O)N3CCCC3)nc3ccccc32)cc1,2.4,-19,-6,-10,-2,-0.1,-3.4,0.8,-3.1
